Hsp70 activator: Hsp70 transcriptional activation, primary screen | HeLa Hsp70 promoter luciferase reporter, luminescence; scaled: vehicle 0, proteasome-inhibitor control 100% | activation, % at 10 µM | hit rate 0.04% among 200,000 | AID 1203;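 active = activation above the mean across all tested compounds plus 3 SD, cutoff set per campaign, cut at about 5.5% in these data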;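 note: 100% = MG132 at 30 µM as the positive control and 0% = DMSO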
NF-kB expr up: compounds increasing NF-kB expression in human neuronal cells | NF-kB reporter expression; stronger effect = higher value | fold change at 12.5 µM | hit rate 1.6% among 190,000 | AID 1239; in the data active = fold change above about 3.3
HMGR II inh: inhibitors of class II HMG-CoA reductase from Enterococcus faecalis; hit rate 0.41% among 190,000; inhibition, % at 10 µM; purified E. faecalis HMGR, NADPH absorbance 340 nm kinetic;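 active = inhibition above a set limit, the median over all tested compounds plus 3 SD, cut at about 9.5% in these data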;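 note: enzyme runs in reverse so mevalonate oxidation gives rising NADPH absorbance; 0% = complete reaction with DMSO and 100% = background rate lacking mevalonate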
TLR4 MyD88 comp: inhibitors of human TLR4-MyD88 binding. HeLa CL3-4 TLR4/MyD88 BLA complementation, FRET ratio. hit rate 0.18% among 200,000. inhibition, % at 8.4 µM. O00206+Q99836; in the data active = inhibition above about 25%;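 note: 0% = vehicle and 100% = reference inhibitor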
Target sequence (O00206 whole entry, looked up): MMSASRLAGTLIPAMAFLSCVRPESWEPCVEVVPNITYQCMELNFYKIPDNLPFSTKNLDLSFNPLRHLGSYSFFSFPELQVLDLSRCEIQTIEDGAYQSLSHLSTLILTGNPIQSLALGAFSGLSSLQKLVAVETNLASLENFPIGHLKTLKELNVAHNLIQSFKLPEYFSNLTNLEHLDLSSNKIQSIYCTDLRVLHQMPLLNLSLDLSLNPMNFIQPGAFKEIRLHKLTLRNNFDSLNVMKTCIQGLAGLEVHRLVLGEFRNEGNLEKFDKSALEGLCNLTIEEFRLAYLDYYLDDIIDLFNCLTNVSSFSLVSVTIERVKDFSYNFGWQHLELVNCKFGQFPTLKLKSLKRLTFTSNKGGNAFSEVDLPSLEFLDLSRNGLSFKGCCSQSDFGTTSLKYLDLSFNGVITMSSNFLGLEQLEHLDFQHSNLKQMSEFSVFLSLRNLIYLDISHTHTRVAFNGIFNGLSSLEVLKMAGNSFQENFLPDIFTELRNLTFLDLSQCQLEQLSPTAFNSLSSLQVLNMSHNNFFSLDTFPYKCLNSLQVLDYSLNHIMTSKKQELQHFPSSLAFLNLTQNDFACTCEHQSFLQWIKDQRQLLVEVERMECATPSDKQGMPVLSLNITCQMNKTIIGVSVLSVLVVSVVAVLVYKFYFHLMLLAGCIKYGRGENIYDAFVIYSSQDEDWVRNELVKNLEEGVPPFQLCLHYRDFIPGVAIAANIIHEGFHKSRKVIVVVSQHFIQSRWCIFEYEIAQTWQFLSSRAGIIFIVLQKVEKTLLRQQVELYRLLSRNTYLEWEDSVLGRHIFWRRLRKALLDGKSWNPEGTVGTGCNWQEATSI
Target sequence (Q99836 whole entry, looked up): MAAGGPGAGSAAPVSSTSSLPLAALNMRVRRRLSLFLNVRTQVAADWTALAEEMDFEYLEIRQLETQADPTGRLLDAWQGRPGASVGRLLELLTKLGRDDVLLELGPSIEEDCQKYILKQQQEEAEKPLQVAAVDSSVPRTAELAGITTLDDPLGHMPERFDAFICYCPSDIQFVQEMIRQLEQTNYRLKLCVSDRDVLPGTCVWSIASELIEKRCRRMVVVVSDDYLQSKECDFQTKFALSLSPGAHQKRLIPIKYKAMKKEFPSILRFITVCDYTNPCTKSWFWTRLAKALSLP
DTT redox prof: compounds producing H2O2 with reducing agent – biochemical, NIH compound library profiling, artefact control for MLSCN library redox annotation, primary screen; DTT-dependent redox cycling H2O2, phenol red/HRP absorbance; 100% = 100 µM peroxide control, 0% = buffer; hit rate 0.03% among 200,000; activation, % at 10 µM; AID 878;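 active = activation of at least 50% relative to the plate's high and low controls in the primary single-dose screen; inactive = activation below 50%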;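 note: compound incubated with DTT at 0.8 mM final as the reducing agent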
APP 5'UTR act: activates APP 5'UTR luciferase reporter; SH-SY5Y APP 5'UTR luciferase reporter, luminescence; zero percent = DMSO vehicle wells; activation, % at 2 µM; hit rate 1% among 190,000;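 active = activation above a set limit, based on mean plus 3 SD of controls, cut at about 140% in these data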; note: values of inactives mirror those of a sister screen read the other way
STAT1 blocker: inhibitors of IFN-gamma induced STAT1 signaling; NIH 3T3 STAT1-luciferase reporter, luminescence; AID 920; inhibition, % at 5.5 µM; hit rate 0.35% among 200,000;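 active = inhibition above a set limit, the mean inhibition across all tested compounds plus 3 SD, cut at about 34% in these data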;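 note: 0% = IFN-gamma with DMSO and 100% = IFN-gamma with 300 µM nifuroxazide; values of inactives mirror those of a sister screen read the other way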
STAT3 activator: STAT3 signaling activation. U3A cells, IL-6 STAT3-luciferase reporter, luminescence; 100% = signal with IL-6 EC80 alone. activation (% of control), % at 5.6 µM. hit rate 0.91% among 190,000. AID 871;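 active = activation above the screen-wide mean of compound activation plus 3 SD, cut at about 130% in these data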;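 note: 0% = background luminescence of wells with medium and substrate only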
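Test system: Human STAT1-deficient U3A cells with stable STAT3-luciferase reporter | Also added: Interleukin-6, 33 ng/mL | Timing: Compound pre-incubation 1 h before IL-6, then 6 h stimulation at 37 °C | Technique: Luciferase reporter luminescence | Read-out: Percent of IL-6-only median luminescence | Benchmarks: IL-6-only wells as 100% reference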
STAT3 blocker: reduces IL-6 driven STAT3 reporter signal; U3A cells, IL-6 STAT3-luciferase reporter, luminescence; host cell line lacks STAT1; inhibition, % at 5.5 µM; hit rate 0.89% among 190,000; AID 862;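 active = inhibition above the mean inhibition across all screened compounds plus 3 SD, cut at about 44% in these data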;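 note: 0% = DMSO only wells and 100% = 100 µM nifuroxazide control wells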
STAT1 act: increases IFN-gamma driven STAT1 reporter signal; NIH 3T3 STAT1-luciferase reporter, luminescence; 100% = IFN-gamma alone, no compound; activation (% of control), % at 5.5 µM; hit rate 2.6% among 200,000;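 active = activation above the screen-wide mean activation plus 3 SD, cut at about 130% in these data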;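 note: raw ratio to IFN-gamma control signal so 100% means no change and 0% no light; values of inactives mirror those of a sister screen read the other way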
* hit, by the source's call; . = no result given.

SMILES	Hsp70 activator	NF-kB expr up	HMGR II inh	TLR4 MyD88 comp	DTT redox prof	APP 5'UTR act	STAT1 blocker	STAT3 activator	STAT3 blocker	STAT1 act
COc1ccc(CCNC(=O)CSc2ccccn2)cc1OC	-0.5	1.2	-3	1	-0.2	8	-5	102	-1	104
Cc1ccc(OCCSc2ncccn2)c(C)c1	0.0	5.5*	2	-6	-0.2	168*	-42	80	29	136*
CN(c1cccc(Cl)c1)S(=O)(=O)c1cccc(C(=O)Nc2ccc3c(c2)CCC3)c1	-0.2	0.86	-3	-4	1.8	14	-5	106	-7	104
CCCCc1c(O)nc(SCC(=O)Nc2ccc3c(c2)CCC3)[nH]c1=O	-0.4	1.1	3	-5	3.4	5	-3	104	-1	101
Cc1cccc(-c2noc(CN(C(=O)c3ccc(Br)o3)C(C)C)n2)c1	-0.1	0.72	2	3	9.9	1	4	103	0	97
COc1cccc(/C(O)=C2/C(=O)C(=O)N(c3ccccn3)C2c2ccc(OC)c(OC)c2)c1 (stereo not drawn)	-0.1	1.1	3	-7	-2.2	9	6	97	13	95
Cc1ccc(Cn2nc(C)c(NC(=O)C3(C)CC3(Br)Br)c2C)cc1 (stereo not drawn)	-0.3	0.89	-3	-13	2.8	24	0	97	6	100
O=C(CN1CCOCC1)NN=C(c1ccccc1)c1ccccc1	-0.1	0.97	-4	-6	0.1	-10	-4	82	29	103
CCN(CC)c1ccc(Nc2nc(N3CCOCC3)c3ccccc3n2)cc1	-0.4	0.84	-1	-15	0.7	-20	20	61	49*	81
COc1ccc(N(CC(=O)Nc2cccc(N(C)S(C)(=O)=O)c2)S(=O)(=O)c2ccc(C)cc2)cc1	0.0	1.1	-1	5	-0.7	-4	-6	100	4	104
CC1(C)CC(NC(=O)c2ccc3c(c2)OCO3)CC(C)(C)N1	0.0	0.92	-3	1	-0.5	1	6	115	-18	95
CCn1c(CCNC(=O)c2ccc(OC)cc2)nnc1SCc1ccc(Cl)c(Cl)c1	-0.5	0.66	-1	2	0.3	-11	2	99	4	98
Cc1ccc(NC2=CC(=O)C(=O)c3ccccc32)cc1	0.3	2	-4	-10	11	30	-22	105	-2	120
CC(C)(C)NC(=O)COC(=O)CNC(=O)c1cc(Cl)cc([N+](=O)[O-])c1	-0.5	1	3	10	0.0	-1	5	98	5	96
CCC(C)NC(=O)CSC1=Nc2ccccc2C2=NC(CC(=O)NCc3ccccc3)C(=O)N12 (stereo not drawn)	0.0	1.2	-2	-1	-0.7	-7	3	97	5	101
COc1cc2c(cc1NC(=O)CN(C)Cc1cccc(OC)c1OC)oc1ccccc12	-0.1	0.77	2	-8	2.5	-10	6	99	5	95
CCc1ccc(N=C2N=C(N)c3ccccc32)cc1	0.2	1.9	0	-3	-0.1	22	-23	106	1	122
O=C(NC1CCCCC1)n1c(=O)oc2ccc(Cl)cc21	0.0	1.3	-2	-4	1.0	12	0	105	-3	100
Cc1ccc(NC(=O)CS(=O)CC(=O)N(CC(=O)NC2CCCC2)c2cccc(C)c2C)cc1 (stereo not drawn)	-0.5	0.95	-3	18	0.8	2	-1	110	-8	101
CCCC(C)C(=O)Nc1nc(C)c(-c2csc(Nc3cc(Cl)ccc3C)n2)s1 (stereo not drawn)	-0.4	1.1	-2	-9	-9.2	1	1	107	-1	99

Reformatted: two of the compounds above.
| SMILES | Hsp70 activator | NF-kB expr up | HMGR II inh | TLR4 MyD88 comp | DTT redox prof | APP 5'UTR act | STAT1 blocker | STAT3 activator | STAT3 blocker | STAT1 act |
| --- | --- | --- | --- | --- | --- | --- | --- | --- | --- | --- |
| Cc1ccc(OCCSc2ncccn2)c(C)c1 | 0.0 | 5.5* | 2 | -6 | -0.2 | 168* | -42 | 80 | 29 | 136* |
| CN(c1cccc(Cl)c1)S(=O)(=O)c1cccc(C(=O)Nc2ccc3c(c2)CCC3)c1 | -0.2 | 0.86 | -3 | -4 | 1.8 | 14 | -5 | 106 | -7 | 104 |

Next section:
SMILES	Hsp70 activator	NF-kB expr up	HMGR II inh	TLR4 MyD88 comp	DTT redox prof	APP 5'UTR act	STAT1 blocker	STAT3 activator	STAT3 blocker	STAT1 act
O=C(O)C1CC(=O)N(CCOc2ccccc2)C1 (stereo not drawn)	0.0	1.4	0	8	2.0	13	1	98	6	99
Cc1ccc2nc3c(cc(S(=O)(=O)c4ccccc4)c(=N)n3Cc3ccco3)c(=O)n2c1	-0.1	0.33	-4	1	-0.6	1	-4	99	4	102
Cc1ccc(C(=O)Nc2sc3c(c2C(=O)NCc2ccco2)CCCC3)cc1	-0.2	0.85	2	-3	1.1	7	-3	104	-3	102
CCOc1cc(C)c(Cl)cc1S(=O)(=O)n1nnc2ccccc21	-0.2	1.4	4	-11	-1.7	-9	42*	83	24	73
Cc1ccc(NC(=O)c2ccccc2F)cc1S(=O)(=O)N1CCCCCC1	-0.3	0.94	-5	-6	0.0	17	0	107	0	100
COc1ccc(C2C(C(C)=O)=C(C)N=c3s/c(=C/c4ccc5c(c4)OCO5)c(=O)n32)cc1 (stereo not drawn)	-0.2	0.72	3	-1	0.1	-8	0	105	-6	100
CCOC(=O)C(CC(C)C)CP(=O)(O)CNC(=O)OCc1ccccc1 (stereo not drawn)	-0.1	1.1	0	-9	2.7	5	5	102	0	95
Cc1cccc(CN(CC(=O)N/N=C/c2cccs2)S(=O)(=O)c2ccc(Cl)cc2)c1	-0.2	0.75	-6	-20	1.6	-1	6	106	-2	95
Cc1ccc(NC(=S)N2CCCC(CO)C2)c(C)c1 (stereo not drawn)	0.1	1.2	0	-9	0.5	-10	-21	105	0	116
C=CCn1cn[nH]c1=S	0.2	1	5	-2	-0.7	15	0	105	-1	98
CCC(=O)/C=C1/Sc2ccccc2N1CC	-0.3	0.74	-1	11	0.1	-29	-1	86	19	100
COc1ccccc1CNC(=O)COC(=O)/C=C/c1cccs1	-0.4	1	2	-7	.	4	-5	103	-4	104
COc1ccc(OC)c(N2CC(O)=C(c3nc4ccccc4s3)C2=N)c1	-0.3	1.2	-6	-12	2.4	13	5	101	2	95
O=C(c1cccnc1)N1C2CCC1CC(O)(c1ccc(F)cc1)C2 (stereo not drawn)	-0.2	1	0	-2	1.9	10	3	99	7	97
Cn1cc(/C=N/Nc2ccccc2)c2ccccc21	0.2	1.1	0	1	-2.4	14	7	131	-36	92
N#CCC(=O)N/N=C/c1ccc(OS(=O)(=O)c2ccccc2)cc1	-0.2	0.85	1	-5	-0.4	-6	-8	104	0	107
CN(C)c1nc(Oc2ccc(N)cc2)nc(N(C)C)n1	-0.5	1	-1	-15	2.9	-3	2	100	5	98
Cc1cnn(-c2nc(-c3ccccc3)cc(-c3ccccc3)n2)c1	-0.2	0.79	-5	-15	-1.5	-11	9	73	35	90
O=C(O)C(CC(=O)N1CCOCC1)NCc1ccccc1 (stereo not drawn)	0.1	.	.	6	0.1	23	-8	100	3	105
CN1CCN(C(=O)/C(=C\c2cccs2)NC(=O)c2ccco2)CC1	-0.1	0.93	0	6	0.1	1	-2	101	2	102

Single records (already shown):
Cc1ccc(NC(=S)N2CCCC(CO)C2)c(C)c1 (stereo not drawn) is entered as Hsp70 activator: 0.1; NF-kB expr up: 1.2; HMGR II inh: 0; TLR4 MyD88 comp: -9; DTT redox prof: 0.5; APP 5'UTR act: -10; STAT1 blocker: -21; STAT3 activator: 105; STAT3 blocker: 0; STAT1 act: 116
O=C(O)C1CC(=O)N(CCOc2ccccc2)C1 (stereo not drawn) is entered as Hsp70 activator: 0.0; NF-kB expr up: 1.4; HMGR II inh: 0; TLR4 MyD88 comp: 8; DTT redox prof: 2.0; APP 5'UTR act: 13; STAT1 blocker: 1; STAT3 activator: 98; STAT3 blocker: 6; STAT1 act: 99
C=CCn1cn[nH]c1=S is entered as Hsp70 activator: 0.2; NF-kB expr up: 1; HMGR II inh: 5; TLR4 MyD88 comp: -2; DTT redox prof: -0.7; APP 5'UTR act: 15; STAT1 blocker: 0; STAT3 activator: 105; STAT3 blocker: -1; STAT1 act: 98

Further records
SMILES	Hsp70 activator	NF-kB expr up	HMGR II inh	TLR4 MyD88 comp	DTT redox prof	APP 5'UTR act	STAT1 blocker	STAT3 activator	STAT3 blocker	STAT1 act
COc1ccc(CCNc2ncnc3cc(OC)c(OC)cc23)cc1OC	-0.1	0.49	1	-16	0.0	-3	35*	82	22	66
Cc1c(C(=O)O)oc2c3c(ccc12)OCCO3	-0.3	1.1	-2	0	-0.1	7	-1	96	12	101
CCn1c(COc2ccc(C)cc2)nc2ccccc21	0.2	2.4	-2	-7	0.1	48	-30	77	33	126
COc1ccc(OC)c(/C=c2\sc3nc(-c4cccs4)nn3c2=O)c1	-0.3	1.2	1	-5	-1.2	15	9	99	6	92
Cc1onc(-c2ccccc2)c1C(=O)Nc1nnc(N(C)Cc2ccccc2)s1	-0.5	1.1	2	1	-0.7	-14	-7	97	8	106
CC(C)(C)C(=O)Nc1cc(S(=O)(=O)Nc2ccc(Cl)cc2)ccc1Cl	0.0	1.1	0	1	0.0	10	7	106	-4	94
Cc1ccccc1N(CC(=O)NCCc1ccccc1)C(=O)c1ccc(N2CCCC2)nc1	-0.4	0.69	-2	-12	2.4	15	-4	103	2	104
COCCSc1nnc(NC(=O)c2ccc(OC)c([N+](=O)[O-])c2)s1	-0.3	1.1	-3	-12	-0.8	-10	-6	98	5	105
O=C(COc1c(F)c(F)c(C(F)(F)F)c(F)c1F)Nc1ccc(N2CCOCC2)c(Cl)c1	-0.2	1	0	0	0.6	5	8	100	2	93
COCCCNC(=O)C(=O)N/N=C/c1ccc(OCC(=O)Nc2cccc(Cl)c2C)c(OC)c1	0.1	1.1	-10	7	-4.0	-7	-6	102	2	105
CCCc1c(C)nn(-c2ncccc2[N+](=O)[O-])c1C	-0.4	0.97	-2	5	3.3	13	-9	99	6	105
Cc1cc(NC(=O)CCC(=O)N(Cc2ccco2)C(C)(C)C(=O)NC2CCCCC2)no1	-0.1	1.2	4	-10	0.6	3	3	97	5	103
Cc1cc(C)c(NS(=O)(=O)c2cccc3cccnc23)c(C)c1	-0.4	1.1	0	4	7.1	-12	9	99	5	91
NC(=O)c1c(NC(=O)CSc2nnc(Cc3ccccc3)n2Cc2ccco2)sc2c1CCC2	0.0	0.66	2	-5	1.8	1	9	84	24	92
O=S(=O)(NN1CCOCC1)c1ccc(Cl)s1	-0.1	0.94	2	-4	0.7	16	0	104	0	97
CCc1ccc(NC(=O)c2sccc2-n2cccc2)cc1	0.0	0.96	-5	7	0.4	14	5	117	-15	95
CCOC(=O)C(C)n1cnc2c(nnn2-c2ccc(C)cc2)c1=O (stereo not drawn)	0.6	1.6	-1	-5	-0.7	4	-5	97	7	105

Of the compounds above, two have a tert-butyl group:
SMILES	Hsp70 activator	NF-kB expr up	HMGR II inh	TLR4 MyD88 comp	DTT redox prof	APP 5'UTR act	STAT1 blocker	STAT3 activator	STAT3 blocker	STAT1 act
CC(C)(C)NC(=O)COC(=O)CNC(=O)c1cc(Cl)cc([N+](=O)[O-])c1	-0.5	1	3	10	0.0	-1	5	98	5	96
CC(C)(C)C(=O)Nc1cc(S(=O)(=O)Nc2ccc(Cl)cc2)ccc1Cl	0.0	1.1	0	1	0.0	10	7	106	-4	94
